SNCA viab count – cell viability loss counter-screen; Potency, µM (titrated, usually from 57.1 µM), for inactives: top-dose activity change, negative = cytotoxicity, most hits filed as cytotoxic; actives 0.12% (n = 150,000); HEK-293-SNCA-luc viability, GF-AFC fluorescence, 24 h;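 further: 0% = DMSO-treated cells and -100% = medium-only wells without cells; nearly all actives have a fitted effect of over 30% in size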
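HEK-293-SNCA-luc cells (1500/well) plated 24 h, then exposed 24 h to a dilution series; GF-AFC added 30 min at 37C, fluorescence 405/540 nm; normalised to medium-only and DMSO wells, Hill fit.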
SNCA expr inhib – inhibitors of alpha-synuclein (SNCA) gene expression. HEK-293 SNCA-luciferase knock-in, luminescence, 24 h. Potency, µM (top dose mostly 57.2 µM), for the others: at the top dose activity change, negative = inhibition, usual class: inhibitors. actives 0.17% (n = 140,000);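 further: plate controls were DMSO cells for no effect and cell-free wells for full effect; nearly all actives have a fitted effect of over 45% in size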
Starred values were filed as active, the others as inactive; ? = inconclusive; [ ] = remark or other dose. The call rests on the fitted dose curve; in most records, active means well fitted curve in the direction sought with a large enough effect; inconclusive means small, poorly fitted or top-dose-only effect, or another doubt; inactive means no such curve, though single readings can be large; an effect the other way counts as inactive or inconclusive. Potency means the concentration at half of the fitted maximal effect. The list is partial; count on the stated rates, not on these rows.

SMILES	SNCA viab count	SNCA expr inhib
O=c1c(CCc2ccccc2)nc2cnc(N3CCOCC3)nc2n1CCc1ccccc1	8.9%	2.1%
Cc1cccc(CNc2ncnc3ccc(-c4ccoc4)cc23)c1	-0.1%	?
COCCn1c(=O)c(C)nc2cncnc21	-4.9%	17.0%
O=C(c1cccc(F)c1)N1CCC2(CC1)CCN(c1ccccc1)CC2	-16.3%	-4.2%
O=C(Nc1cccc(F)c1)N1CC[C@@]2(CCCN(C(=O)c3cccc(F)c3)C2)C1	-9.4%	-1.4%
O=C(c1cc(C(F)(F)F)cc(C(F)(F)F)c1)N1CCC2(CC1)CN(Cc1ccncc1)C2	-5.9%	5.5%
COc1ccc2[nH]cc(CCNc3cc(-c4ccccc4OC)ncn3)c2c1	-0.1%	34.2%[activator]
c1ccc(Nc2ncncc2-c2ccoc2)cc1	1.9%	-0.1%
COc1cccc(-c2cc(N(C)Cc3ccco3)ncn2)c1	-16.3%	?
COc1ccc(CNc2ncncc2-c2ccccc2C)c(OC)c1	-11.7%	-4.9%
FC(F)(F)c1ccccc1-c1cncnc1NCc1cccnc1	10.8%	-0.7%
CCNc1ncc2nc(-c3cn(C)c4ccccc34)c(=O)n(-c3ccccc3)c2n1	?	1.5%
CC(=O)NCCNc1ncnc2ccc(-c3ccc4c(c3)OCO4)cc12	12.1%	12.2%
c1csc(CNc2ccnc(-c3ccc4c(c3)OCO4)n2)c1	-8.6%	-5.0%
COc1ccc(CNc2ccnc(-c3ccccc3C(F)(F)F)n2)c(OC)c1	-0.2%	-6.3%
Clc1ccccc1-c1nc(N2CCNCC2)c2ccccc2n1	3.9%	-5.3%
O=c1cnc2cnc(Oc3cccc(Cl)c3)nc2n1C[C@H]1CCCO1	-20.4%	?
c1ccc(-c2cccc(N3CCCC4(CCNCC4)C3)c2)cc1	-0.8%	51.9%[activator]
COc1ccc2[nH]cc(CCNc3ncncc3-c3cccc(C#N)c3)c2c1	11.5%	23.6%
Cc1nc2cnc(Nc3ccccc3)nc2n(Cc2cccs2)c1=O	10.0%	18.7%

Filtered by structure: those above containing four or more nitrogen atoms
SMILES	SNCA viab count	SNCA expr inhib
O=c1c(CCc2ccccc2)nc2cnc(N3CCOCC3)nc2n1CCc1ccccc1	8.9%	2.1%
COCCn1c(=O)c(C)nc2cncnc21	-4.9%	17.0%
COc1ccc2[nH]cc(CCNc3cc(-c4ccccc4OC)ncn3)c2c1	-0.1%	34.2%[activator]
FC(F)(F)c1ccccc1-c1cncnc1NCc1cccnc1	10.8%	-0.7%
CCNc1ncc2nc(-c3cn(C)c4ccccc34)c(=O)n(-c3ccccc3)c2n1	?	1.5%
CC(=O)NCCNc1ncnc2ccc(-c3ccc4c(c3)OCO4)cc12	12.1%	12.2%
Clc1ccccc1-c1nc(N2CCNCC2)c2ccccc2n1	3.9%	-5.3%
O=c1cnc2cnc(Oc3cccc(Cl)c3)nc2n1C[C@H]1CCCO1	-20.4%	?
COc1ccc2[nH]cc(CCNc3ncncc3-c3cccc(C#N)c3)c2c1	11.5%	23.6%
Cc1nc2cnc(Nc3ccccc3)nc2n(Cc2cccs2)c1=O	10.0%	18.7%

(list continues)
SMILES	SNCA viab count	SNCA expr inhib
O=c1cnc2cnc(OCc3ccccc3)nc2n1CCc1ccccc1	-16.3%	23.0%
COc1cccc(-c2nccc(NCc3cccnc3)n2)c1	5.5%	43.7%[activator]
Cc1noc(C)c1-c1nc(N(C)C)c2ccccc2n1	-15.8%	-7.6%
COCCn1c(=O)c(-c2cc(F)cc(F)c2)nc2cncnc21	-2.4%	-8.2%
CCNc1ncc2nc(CCc3ccccc3)c(=O)n(-c3ccc(OC)cc3)c2n1	-21.0%	23.4%
COC(=O)N1CCC[C@@]2(CCN(C(=O)Nc3ccccc3)C2)C1	4.8%	16.6%
N#Cc1cccc(NC(=O)N2CC[C@@]3(CCCN(S(=O)(=O)c4ccccc4)C3)C2)c1	-1.2%	27.6%
COc1cccc(-c2cc(NCc3ccccc3OC)ncn2)c1	-1.4%	60.9%[activator]
CS(=O)(=O)Nc1cccc(-c2cncnc2Nc2ccc(F)cc2)c1	4.0%	2.2%
COc1ccccc1CN1CCCC2(CCN(C(=O)c3ccco3)CC2)C1	1.3%	-4.8%
CN1CCN(c2ncc3nc(-c4ccc(Cl)cc4)c(=O)n(C4CC4)c3n2)CC1	?	15.9%
CN(C)Cc1ccccc1-c1cncnc1Nc1ccc(F)cc1	-3.7%	-9.4%
Cc1cnc(CNc2ncncc2-c2ccccc2C(F)(F)F)cn1	0.5%	16.4%
CC(C)NC(=O)N1CCCC2(CCN(C(=O)c3ccco3)CC2)C1	-4.0%	23.6%
O=C(c1cc(C(F)(F)F)cc(C(F)(F)F)c1)N1CCC2(CCN(Cc3ccncc3)CC2)CC1	-24.9%	?
COc1cccc(Cn2c(=O)cnc3cnc(OCc4ccccc4)nc32)c1	-3.6%	23.2%
CC(=O)NCCNc1ncnc2ccc(-c3ccccc3C#N)cc12	6.0%	-3.5%
Cc1noc(C)c1-c1nc(N2CCN(C)CC2)c2ccccc2n1	-23.4%	6.8%
N#Cc1cccc(-c2cc(NCc3cccs3)ncn2)c1	5.7%	116.0%[activator]
O=C(c1ccncc1)N1CCC2(CCCN(Cc3ccccc3)C2)CC1	4.2%	13.6%
COCC(=O)N1CCC[C@@]2(CCN(Cc3ccccc3OC)C2)C1	-8.5%	37.0%[activator]
CN(C)c1ncc2nc(CCc3ccccc3)c(=O)n(CCC#N)c2n1	-8.4%	188.8%[activator]
COc1ccc(CNc2cc(-c3cccc(NS(C)(=O)=O)c3)ncn2)c(OC)c1	-22.9%	24.8%
O=C(Oc1ccccc1)N1CCC2(CC1)CN(c1ncccn1)C2	3.3%	-5.1%
O=c1c(CCc2ccccc2)nc2cnc(N3CCOCC3)nc2n1Cc1cccs1	-7.0%	-13.4%
O=C(c1csnn1)N1CCC2(CC1)CCN(c1ncccn1)CC2	-1.3%	16.7%
c1cncc(-c2nccc(-n3ccnc3)n2)c1	-1.0%	48.6%[activator]
CN1CCN(c2cc(-c3ccc(N(C)C)cc3)ncn2)CC1	-1.3%	77.5%[activator]
COCCn1c(=O)c(-c2cc(F)cc(F)c2)nc2cnc(N(C)C)nc21	29.9%	32.0%[activator]
COc1ccccc1CNc1ncncc1-c1ccccc1OC	-6.2%	14.5%
COc1ccc(-n2c(=O)c(CCc3ccccc3)nc3cnc(N(C)C)nc32)cc1	-7.6%	1.6%
COc1ccc(-n2c(=O)cnc3cnc(Nc4ccccc4)nc32)cc1	?	-11.4%
CN(C)C(=O)c1ccc(-c2cncnc2N(C)Cc2ccco2)cc1	-11.9%	-9.7%
O=c1c(-c2ccc(F)cc2)nc2cnc(N3CCOCC3)nc2n1C[C@H]1CCCO1	-5.3%	-13.8%
COc1ccccc1-c1nc(NCc2cnc(C)cn2)c2ccccc2n1	-13.0%	25.5%
COc1ccc(C(=O)N2CCC3(CC2)CN(c2cccc(-c4ccccc4)c2)C3)cc1	-8.1%	-18.3%
Cc1ccccc1-c1ccc2ncnc(N3CCN(C)CC3)c2c1	-21.4%	-15.0%
O=C(c1ccncc1)N1CCC[C@@]2(CCN(Cc3ccccc3)C2)C1	5.6%	4.6%
N#CCCn1c(=O)cnc2cnc(Oc3ccccc3)nc21	-15.3%	-0.8%
COc1ccc(-n2c(=O)c(C)nc3cncnc32)cc1	6.1%	9.4%
Cn1c(=O)c(-c2ccc(Cl)cc2)nc2cnc(OCc3ccccc3)nc21	-0.6%	61.8%[activator]
CC(C)NC(=O)N1CC2(CCN(C(=O)c3ccco3)CC2)C1	-0.3%	25.7%
Cc1noc(C)c1C(=O)N1CCC[C@@]2(CCN(c3ccccn3)C2)C1	6.3%	5.5%
COc1ncc2ncc(=O)n(C3CC3)c2n1	9.8%	-8.5%
COc1cccc(Cn2c(=O)c(-c3cccc(C#N)c3)nc3cnc(N4CCOCC4)nc32)c1	-3.6%	-11.0%
c1ccc(-c2ccc(N3CCCC4(CCNCC4)C3)cc2)cc1	?	?
O=C(c1cnccn1)N1CCC2(CC1)CN(C(c1ccccc1)c1ccccc1)C2	0.6%	13.5%
CN1CCN(c2ncc3ncc(=O)n(-c4ccccc4)c3n2)CC1	-17.3%	-15.6%
COc1cccc(Nc2ncc3nc(-c4ccccc4)c(=O)n(Cc4cccs4)c3n2)c1	?	17.0%
Cc1cccc(CNc2nc(-c3cccc(NS(C)(=O)=O)c3)nc3ccccc23)c1	-25.9%	-10.9%
Continued.
SMILES	SNCA viab count	SNCA expr inhib
Cn1cc(-c2nc3cnc(Oc4ccccc4)nc3n(C)c2=O)c2ccccc21	?	5.6%
Cc1cnc(CNc2cc(-c3ccc(N(C)C)cc3)ncn2)cn1	-1.5%	81.9%[activator]
O=C(c1cc(C(F)(F)F)cc(C(F)(F)F)c1)N1CCC[C@@]2(CCN(c3ccccn3)C2)C1	?	-15.6%
COC(=O)N1CCC2(CC1)CN(c1ccncc1)C2	-0.6%	12.1%
COc1ccc(C(=O)N2CCC3(CC2)CN(c2ccncc2)C3)cc1	1.1%	-2.7%
CN(C)c1nc(-c2cccc(NS(C)(=O)=O)c2)nc2ccccc12	-4.1%	-3.9%
CNc1nc(-c2ccccc2C)nc2ccccc12	?	-8.8%
O=C(Nc1cccc(F)c1)N1CCC2(CC1)CCN(C(=O)c1csnn1)CC2	4.9%	34.1%[activator]
COc1ccc(-n2c(=O)c(-c3cc(F)cc(F)c3)nc3cnc(N4CCNCC4)nc32)cc1	12.3%	-15.6%
COc1ccc(-c2nc3cnc(N(C)C)nc3n(C3CC3)c2=O)cc1	?	44.4%[activator]
CN(C)C(=O)c1ccc(-c2ccc3ncnc(NC4CC4)c3c2)cc1	-18.4%	67.0%[activator]
O=C(c1csnn1)N1CCC[C@@]2(CCN(c3ccncc3)C2)C1	-16.1%	?
FC(F)(F)c1ccccc1-c1cc(NCc2cccs2)ncn1	3.2%	42.2%[activator]
Cn1cccc1C(=O)N1CCC2(CCCN(c3ccc(-c4ccccc4)cc3)C2)CC1	4.7%	54.7%[activator]
N#Cc1ccc(CN2CC3(CCN(C(=O)c4ccco4)CC3)C2)cc1	1.2%	-26.4%
O=c1c(CCc2ccccc2)nc2cnc(N3CCNCC3)nc2n1Cc1ccc(F)cc1	-3.7%	-15.0%
CN1CCN(c2cc(-c3ccccc3C(F)(F)F)ncn2)CC1	2.7%	-9.0%
COc1ccccc1CCn1c(=O)c(-c2cccs2)nc2cncnc21	8.3%	2.3%
COc1ccccc1CNc1ncncc1-c1ccccc1Cl	-3.9%	17.8%
Cc1cccc(CNc2cc(-c3cccc(C#N)c3)ncn2)c1	0.9%	55.4%[activator]
Cc1noc(C)c1-c1nccc(N(C)C)n1	2.5%	20.9%
CC(=O)N1CCC2(CC1)CCN(c1ccc(-c3ccccc3)cc1)CC2	-28.6%	11.8%
Cc1nc2cnc(N3CCN(C)CC3)nc2n(CCc2ccccc2)c1=O	-4.9%	-18.0%
COc1ccc(C(=O)N2CCC[C@@]3(CCN(Cc4ccc(C#N)cc4)C3)C2)cc1	-3.0%	-28.8%
COc1ccc(-c2nc3cnc(OC)nc3n(Cc3cccs3)c2=O)cc1	22.6%	39.3%[activator]
O=C(Nc1cccc(F)c1)N1CCC2(CC1)CCN(C(=O)c1cc(C(F)(F)F)cc(C(F)(F)F)c1)CC2	-17.5%	-18.4%
Cn1c(=O)c(CCc2ccccc2)nc2cnc(N3CCNCC3)nc21	8.1%	178.4%[activator]
O=C(c1cccc(F)c1)N1CCC2(CCCN(Cc3ccncc3)C2)CC1	2.9%	-22.0%
O=c1cnc2cnc(Nc3ccccc3)nc2n1C[C@H]1CCCO1	?	?
CN(C)c1ncnc2ccc(-c3ccc4c(c3)OCO4)cc12	4.9%	25.7%

Complete entries, looked up by structure. Order of screens: SNCA viab count	SNCA expr inhib
Listed for c1ccc(Nc2ncncc2-c2ccoc2)cc1 → 1.9%	-0.1%
Listed for COc1cccc(Nc2ncc3nc(-c4ccccc4)c(=O)n(Cc4cccs4)c3n2)c1 → ?	17.0%
Listed for Cc1noc(C)c1-c1nc(N(C)C)c2ccccc2n1 → -15.8%	-7.6%

Remaining list, next part.
SMILES	SNCA viab count	SNCA expr inhib
c1csc(CNc2cc(-c3ccoc3)ncn2)c1	5.9%	-5.2%
COc1cccc(Nc2ncc3ncc(=O)n(CCC#N)c3n2)c1	-26.3%	1.3%
CC(C)NC(=O)N1CCCC2(CCN(C(=O)c3ccncc3)CC2)C1	-0.5%	2.1%
CNc1ncnc2ccc(-c3ccccc3C)cc12	1.1%	-13.3%
